# High-throughput results: PubChem, The Scripps Research Institute Molecular Screening Center
# CHO parental Ca = signal in parental CHO cells, OX1R antagonist counter-screen. AID 463079. parental CHO-K1, ATP-induced calcium, Fluo-8 fluorescence. 330,000 compounds, 0.63% hits. inhibition, % at 5.6 µM;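 active means inhibition above that plate's mean sample inhibition plus 3 SD, cut at about 26% in these data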;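 further: 0% = ATP-challenged DMSO wells and 100% = DMSO wells without ATP; some compounds past the cut are filed as inactive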
#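 Test system: untransfected parental CHO cell line. Compound: one dose, 5.6 µM nominal. Detection: intracellular calcium via Fluo-8 no-wash fluorescent dye. Measure: % inhibition. Benchmarks: ATP-challenged DMSO wells low, unchallenged DMSO wells high.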
# M4 ag = agonists of human muscarinic M4 receptor (CHRM4); CHO-K1 hM4/Gqi5, Fluo-8 calcium fluorescence; vehicle 0%, full acetylcholine response 100%; activation, % at 3 µM; 360,000 compounds, 0.14% hits; AID 624127;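 active means activation above the run mean over all test wells plus 3 SD, cut at about 32% in these data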;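 further: peak over basal fluorescence ratio per well then scaled between controls; 0% = DMSO wells and 100% = acetylcholine at EC100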
# CHRM1 antagonist = antagonists of human M1 muscarinic receptor; AID 588852; CHO-K1 hM1, Fluo-8 calcium fluorescence, ACh EC80 antagonist; inhibition, % at 3 µM; 360,000 compounds, 1.3% hits; P11229;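 active means percent inhibition above its own plate's cutoff, namely the mean of that plate's compound wells plus 3 SD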;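 further: peak over basal fluorescence ratio during 140 s after agonist addition; 0% = ACh EC80 plus DMSO and 100% = DMSO alone without agonist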
# Target sequence (P11229 whole entry, looked up): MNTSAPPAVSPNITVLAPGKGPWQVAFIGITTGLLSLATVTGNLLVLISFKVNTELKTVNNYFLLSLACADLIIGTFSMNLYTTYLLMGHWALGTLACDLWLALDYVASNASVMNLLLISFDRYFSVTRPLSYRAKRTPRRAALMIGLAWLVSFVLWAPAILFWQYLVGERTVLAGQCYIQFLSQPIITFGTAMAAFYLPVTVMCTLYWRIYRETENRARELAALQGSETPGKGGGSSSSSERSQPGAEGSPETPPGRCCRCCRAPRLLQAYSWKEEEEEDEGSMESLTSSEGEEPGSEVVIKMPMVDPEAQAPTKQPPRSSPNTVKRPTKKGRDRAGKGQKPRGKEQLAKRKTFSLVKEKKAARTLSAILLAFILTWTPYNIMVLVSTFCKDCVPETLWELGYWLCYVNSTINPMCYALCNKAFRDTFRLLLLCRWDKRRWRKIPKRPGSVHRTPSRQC
# M4 antag = CHRM4 antagonism in calcium assay; P08173; CHO-hM4 cells, ACh EC80, Fluo-8 calcium fluorescence; inhibition, % at 3 µM; 360,000 compounds, 0.73% hits; AID 624125;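 active means inhibition above its plate's cutoff, the mean inhibition of sample wells plus 3 SD, cut at about 27% in these data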;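 further: 0% = acetylcholine EC80 with DMSO and 100% = DMSO without agonist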
# M1 ag = activates human CHRM1 receptor; CHO-K1 hM1, Fluo-8 calcium fluorescence, agonist mode; 0% DMSO, 100% acetylcholine EC100; activation, % at 3 µM; 360,000 compounds, 0.33% hits;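 active means activation above the run's mean compound activation plus 3 SD, cut at about 16% in these data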;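 further: peak over basal fluorescence ratio within a 140 s kinetic read after compound addition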
# CHRM1 PAM = positive allosteric modulators of human M1 muscarinic receptor; 360,000 compounds, 0.088% hits; activation, % at 3 µM; CHO-K1 hM1, Fluo-8 calcium fluorescence, ACh EC20; 0% = ACh EC20, 100% = maximal ACh; P11229; in the data active means activation above about 19%, passing the limit was not always enough
# OXTR potentiator = potentiates the human oxytocin receptor response; CHO-OTR cells, Fluo-8 calcium fluorescence, potentiator mode; 0% = oxytocin EC15, 100% = EC100; P30559; AID 2445; 320,000 compounds, 0.061% hits; activation, % at 3 µM;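 active means activation above that plate's cutoff, the mean activation of tested compounds plus 3 SD, cut at about 6.6% in these data, passing the limit was not always enough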;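 further: 100% uses oxytocin at 75 nM as the full agonist control; some results filed as inactive read as strong as hits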
# Target sequence (P30559 whole entry, looked up): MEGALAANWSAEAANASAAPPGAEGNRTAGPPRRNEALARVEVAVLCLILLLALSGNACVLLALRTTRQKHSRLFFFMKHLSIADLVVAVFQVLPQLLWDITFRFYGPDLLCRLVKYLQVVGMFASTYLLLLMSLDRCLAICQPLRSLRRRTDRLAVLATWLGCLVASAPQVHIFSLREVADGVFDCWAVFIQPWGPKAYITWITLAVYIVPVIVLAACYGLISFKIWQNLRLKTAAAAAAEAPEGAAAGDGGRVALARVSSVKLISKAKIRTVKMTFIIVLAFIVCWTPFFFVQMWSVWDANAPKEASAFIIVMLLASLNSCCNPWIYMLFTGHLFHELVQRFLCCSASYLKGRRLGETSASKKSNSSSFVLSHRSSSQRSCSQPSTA
#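 assay system = CHO-OTR cells, human receptor | schedule = compound 6 min at room temperature before oxytocin, 100 s read | detection = Fluo-8 intracellular calcium fluorescence, ex 470-495, em 515-575 nm | evaluation = normalized max/min fluorescence ratio, % activation | control set = EC15 oxytocin alone as 0%, 75 nM oxytocin (EC100) as 100%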
# CHO-K1 Ca ag = M1 agonist counterscreen hit in parental CHO-K1 cells; Fluo-8 calcium fluorescence; scaled to maximal ATP response, vehicle zero; activation, % at 3 µM; 360,000 compounds, 0.48% hits; in the data active means activation above about 15%;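 further: untransfected CHO-K1 host cells lacking M1 receptor as counterscreen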
# CHO-K1 Ca antag = nonselective inhibitor or artifact in parental CHO-K1 cells. ATP-induced calcium, Fluo-8 fluorescence. inhibition, % at 3 µM. 360,000 compounds, 0.6% hits. AID 602250;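 active means inhibition above a per-plate cutoff, the plate's mean sample inhibition plus 3 SD, cut at about 24% in these data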;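 further: 0% = DMSO plus EC80 ATP and 100% = DMSO alone without ATP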
# * = called active by the depositor; x = no result given; & = joins results of further samples.
SMILES,CHO parental Ca,M4 ag,CHRM1 antagonist,M4 antag,M1 ag,CHRM1 PAM,OXTR potentiator,CHO-K1 Ca ag,CHO-K1 Ca antag
Cc1cc(C(=O)Nc2cccc(/C=C/C(=O)O)c2)c(C)o1,-1,4,-3,0,-4,4,4,0.8,-29
CCC(C)C(CO)NCCCn1ccc(NC(=O)OCc2ccccc2)nc1=O (stereo not given),x,1,-21,-7,-7,16,x,-0.2,1
CC1CCCCC1NS(=O)(=O)c1ccc(-n2cnnn2)cc1 (stereo not given),-6,3,-15,-1,0,-4,-17,1.3,1
COc1ccc(C(CNS(=O)(=O)c2ccc(NC(C)=O)c(OC)c2)N2CCCCC2)cc1 (stereo not given),-9,0,-1,7,-6,0,3,0.1,-3
CCOC1=C2[C@@H](CN(S(=O)(=O)c3ccc(C)cc3)[C@H]2c2ccccc2)[C@H]2C(=O)N(c3ccccc3)C(=O)[C@H]2C1,x,0,-31,-2,3,8,x,-0.5,-13
O=C(CCS(=O)CCC(=O)NCc1ccccc1)NCc1ccccc1,-9,0,-29,-2,4,16,-5,4.3,18
CCOC(=O)c1c(C)nsc1NC(=O)c1ccco1,x,3,2,6,-9,-3,x,0.8,8
COc1ccccc1NC(=S)NC(=O)c1ccc(-c2ccc(Cl)cc2)o1,-21,2,-4,3,-6,1,-2,1.2,-7
CCCOc1ccc(C(=O)C(c2ccccc2)N2CCOCC2)cc1 (stereo not given),1,0,1,7,-2,1,-12,0.2,4
CC[C@@H](NS(=O)(=O)c1ccc(C)cc1)C(=O)Oc1ccc2c3c(c(=O)oc2c1)CCC3,-11,13,-1,3,-6,-10,-15,12,3
COc1cc(NC(=O)C2CC(=O)NC3=C2C(=O)CCC3)cc(OC)c1 (stereo not given),-4,0,4,4,-3,-2,3,-0.1,1
CNC(=O)Cn1nc(-c2ccc(C)c(S(=O)(=O)N(C)C)c2)c2ccccc2c1=O,-6,0,13,5,-4,-3,2,0.0,7
O=C(NC1CCCC1)c1cccc(NC(=O)c2ccco2)c1,-8,3,-6,-1,-2,4,0,0.5,5
C#CCOCCOCCOCCNc1nc(N2CCN(C(=O)C([C@@H](C)CC)n3cc(C(N)CO)nn3)CC2)nc(N2CCN(C(=O)[C@H](CCC(=O)O)n3cc(C(N)CC(C)C)nn3)CC2)n1 (stereo not given in full),9,1,-11,-12,-3,7,5,0.2,-19
CCOC(=O)C/C(C)=N\Nc1nc(-c2ccccc2)cs1,-13,0,8,-4,-2,10,2,-0.8,-7
CN(C)S(=O)(=O)c1cccc(COC(=O)c2ccc(Cl)cc2O)c1,48*,10,18,-8,1,-6,-10,8.3,20
N#C/C(=C\c1c(F)cccc1Cl)S(=O)(=O)c1ccccn1,0,1,-11,-14,1,13,2,0.1,1
O=c1cc(N2CCC3(CC2)OCCO3)[nH]c(=O)n1-c1ccc(Br)cc1,x,0,-9,-2,-8,9,x,0.9,-11
O=C(Nc1ccccc1-c1ccccc1)c1ccccc1,-11,0,-7,-19,0,13,12,-0.6,21
Cc1cc([N+](=O)[O-])nn1CCC(=O)NC1CCCCCC1,-14,1,3,-2,-8,2,-1,0.9,-10
CCn1cc(/C=C(\NC(=O)c2ccccc2)C(=O)NCCCN2CCOCC2)c2ccccc21,-22,1,-3,14,-4,1,-6,0.1,-9
O=Cc1ccc(C(=O)OCC(=O)NC(=O)Nc2ccccc2F)cc1,-2,1,-10,-12,-4,9,-4,0.1,-2
O=C(NCC1CCCO1)c1cccc(S(=O)(=O)Nc2ccc(F)cc2)c1 (stereo not given),-9,1,0,5,1,6,-3,1.9,-16
Cc1cc(S(=O)(=O)N2CCOCC2)ccc1OCC(=O)NCC1CCCO1 (stereo not given),-3,0,2,9,-5,0,4,0.5,15
O=C(COC(=O)c1ccccc1C(=O)c1ccccc1)c1ccco1,-4,2,0,-8,-6,0,-8,1.2,5
CCOC(=O)C1Nc2c(F)cc(C)cc2C2c3ccccc3CC12 (stereo not given),-26,0,-5,0,0,2,-13,0.6,-17
Cc1ccc(S(=O)(=O)N2CCCCC2CCNC(=O)C(=O)NCc2ccccc2C)cc1 (stereo not given),-7,2,10,2,-5,-5,-17,0.1,3
COc1ccccc1C(=O)NCCC(=O)N1CCN(c2ccc(C(F)(F)F)cn2)CC1,x,5,11,0,-3,-6,x,1.8,13
O=C(Cc1ccccc1)NN=C1CCCC1,x,1,-11,-5,-1,3,x,0.8,-2
O=C(C(Cc1ccccc1)n1cccc1)N1CCN(c2ccccc2)CC1 (stereo not given),-19,7,2,-13,-5,-1,-6,1.9,2
Cc1ccc(Cn2c(N/N=C/c3ccncc3)nc3c2c(=O)n(C)c(=O)n3C)cc1,-22,3,-3,-6,2,4,-5,1.4,4
O=C(Cn1cnc2cc([N+](=O)[O-])ccc2c1=O)Nc1ccccc1Cl,-7,0,-6,2,1,13,-6,0.3,-2
Cc1nc2n[nH]c(N)c2c2c1COC(C)(C)C2,-6,1,-59,-3,3,15,-1,0.1,-6
Cc1cc(C)nc(SCC(=O)N(C)CC(=O)Nc2c(Cl)cccc2Cl)n1,-19,1,-2,-4,-1,7,3,2.0,-12
COc1ccc2c(c1)Sc1ccccc1N2,x,0,-8,0,-8,0,x,0.3,-10
CCCCP(=O)(CCCC)CCP(=O)(c1ccccc1)c1ccccc1,-22,1,-3,-8,-1,2,-9,1.2,-1

# Laid out differently: entries from further up
# Value order – CHO parental Ca | M4 ag | CHRM1 antagonist | M4 antag | M1 ag | CHRM1 PAM | OXTR potentiator | CHO-K1 Ca ag | CHO-K1 Ca antag
Cc1cc(C)nc(SCC(=O)N(C)CC(=O)Nc2c(Cl)cccc2Cl)n1
→ -19 | 1 | -2 | -4 | -1 | 7 | 3 | 2.0 | -12
COc1ccccc1C(=O)NCCC(=O)N1CCN(c2ccc(C(F)(F)F)cn2)CC1
→ x | 5 | 11 | 0 | -3 | -6 | x | 1.8 | 13
O=C(Cc1ccccc1)NN=C1CCCC1
→ x | 1 | -11 | -5 | -1 | 3 | x | 0.8 | -2

# New compounds follow.
SMILES,CHO parental Ca,M4 ag,CHRM1 antagonist,M4 antag,M1 ag,CHRM1 PAM,OXTR potentiator,CHO-K1 Ca ag,CHO-K1 Ca antag
O=C(N/N=C/c1c(O)ccc2ccccc12)c1cccnc1,17,4,0,5,4,0,-22,2.2,0
COc1ccc(OC)c(S(=O)(=O)CC(=O)c2cc3ccc(OC)cc3oc2=O)c1,-12,3,3,-3,-2,3,-10,1.0,12
CS/C(=N\S(=O)(=O)c1cccs1)Nc1ccc(N2CCOCC2)cc1,-3,2&2,3&-7,6&-13,-3&-1,1&8,2,3.3&0.8,-15&-7
CCc1nc(SCC(=O)N2CCN(C(=O)c3ccco3)CC2)c2c3c(sc2n1)CCCC3,-31,1,-4,1,-6,3,-9,0.4,-18
COc1ccc(CNc2nc3nc(C)cc(C)n3n2)cc1,1,1,6,-12,-2,-4,-2,0.0,12
COc1cccc(-c2c(C(=O)O)cc(O)c3ccc(OC)cc23)c1,x,1,-5,-15,-2,3,x,0.1,-7
Cc1ccc(-c2noc(CCC(N)=O)n2)cc1,3,0,-1,7,-2,7,-2,0.9,-7
Cc1ccccc1NC(=O)c1ccc2ccccc2c1,-15,0,-13,-7,-3,11,5,-0.5,5
CSc1ncc(Cl)c(C(=O)NCc2cccnc2)n1,x,1,-7,8,-2,11,x,0.5,-4
C/C(=N\NC(=O)c1ccc(N(C)C)cc1)c1ccc(C)cc1C,-7,0,3,-1,-2,-6,-5,5.0,13
Cc1nc(NC(=O)COC(=O)c2ccc(S(=O)(=O)N3CCc4ccccc4C3)cc2)c(Cl)cc1Cl,-3,0,-7,4,-8,3,-4,0.1,-6
O=C(NCc1nc2ccccc2[nH]1)c1cccc(S(=O)(=O)N2CCCCC2)c1,-14,2,0,5,-11,2,-17,3.4,-9
O=C(O)CN1C(=O)C2C3C=CC(C2C1=O)C1C(=O)N(CC(=O)O)C(=O)C31 (stereo not given),5,0,-8,-2,0,7,-4,0.3,-6
COc1ccc(N2C(=O)CCC2=O)c(OC)c1,6,5,-11,0,-4,11,-3,1.1,3
CCOC(=O)c1sc(NC(=O)COc2ncnc3ccccc23)c(C(=O)OCC)c1C,-7,0,0,0,-6,5,-12,0.4,-1
CCOC(=O)c1cnc(SCC(=O)Nc2cc(OC)cc(OC)c2)nc1N,-4,11,12,3,3,-1,-9,7.1,-5
CC(C)c1csc(CN2CCN(Cc3ccc(F)c(F)c3)C(CCO)C2)n1 (stereo not given),1,3,0,-6,-8,4,-9,4.0,-15
CCOC(=O)c1c(NC(=O)c2ccc(N3C(=O)[C@@H]4[C@H](C3=O)[C@H]3C=C[C@@H]4C3)cc2)sc2c1CCCC2,-9,1,-4,1,-6,11,-3,1.2,-13
COc1ccc(CNC(=O)C2CCCN2S(=O)(=O)c2ccc(F)cc2)cc1 (stereo not given),2,1,8,-1,-1,0,-11,0.4,-10
Cc1nn(C)c(C)c1/C=C(/C(=O)C(C)(C)C)n1cncn1,-17,1,1,3,-3,3,-3,0.4,-14
CCCCNC(=O)c1cc2nc(-c3ccc(OC)cc3)cc(C(F)(F)F)n2n1,x,0,-17,-20,0,16,x,-0.1,8
CC1=Nc2ccccc2N=C(NC(=O)CN2CCN(c3ccccc3)CC2)C1c1ccccc1 (stereo not given),-5,1,-3,5,-8,12,-6,1.1,-1
CCN(CC(=O)Nc1cccc(OC)c1)c1ncnc2sc(C)c(C)c12,-6,9,8,15,-3,-11,-7,9.3,22
COc1cc(NC(=O)COc2cccc3c2OC(C)(C)C3)cc(OC)c1OC,7,26,32,15,3,-16,-7,18*,5
COc1cc(CN(C)CC(=O)c2[nH]c(C)c(C(C)=O)c2C)ccc1OC(F)F,-2,7,-42,6,7,2,-18,8.0,2
CCN(Cc1ccncc1)C(=O)c1ccc2c(c1)S(=O)(=O)c1ccccc1C2=O,-22,7,0,-18,-2,4,-11,2.7,-7
O=C(Nc1nnc(SCc2cccnc2)s1)C1CC(=O)N(c2ccccc2)C1 (stereo not given),-20,1,-12,0,-1,13,3,1.0,-1
CCc1nc2ccc(C(=O)NCCOc3ccc(OC)cc3)cn2c1N(C)C(=O)Cc1ccccc1,x,2,-14,4,-5,7,x,0.7,0
O=C(c1cccs1)N1CCN(Cc2cccc([N+](=O)[O-])c2)CC1,-6,1,16,7,-10,-12,-5,0.4,1
Cc1ccc(C=NNc2ccc([N+](=O)[O-])cn2)cc1,x,1,-4,1,-6,-7,x,-0.2,-16
Cc1ccc(S(=O)(=O)N2CCN(C(=O)COC(=O)c3cncc(Br)c3)CC2)c(C)c1,-25,1,-10,-7,-2,6,-3,-0.1,-1

# Compounds as they come; any-hit rate near 2.9%.
